Screening data deposited in PubChem by several laboratories.
STAT1 blocker = STAT1 signaling inhibition. inhibition, % at 5.5 µM. NIH 3T3 STAT1-luciferase reporter, IFN-gamma, luminescence. 200,000 compounds, 0.35% hits;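 active = inhibition above a set limit, the mean inhibition across all tested compounds plus 3 SD, cut at about 34% in these data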;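 note: 0% = IFN-gamma with DMSO and 100% = IFN-gamma with 300 µM nifuroxazide; values of inactives mirror those of a sister screen read the other way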
SRC2 TRFRET art = flags TR-FRET format artefacts in PPARgamma SRC-2 recruitment agonist screen. TR-FRET artefact counter-screen; active compounds read high. 200,000 compounds, 0.4% hits. AID 1049. TR-FRET ratio at 8 µM; in the data active = TR-FRET ratio above about 2000; note: inactives centre near 1500
ROMK primary = human ROMK K+ channel modulation, primary screen | P48048 | Tet-inducible ROMK, thallium flux fluorescence; actives lie on both sides | B-score at 10 µM | 130,000 compounds, 2% hits;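 active = signal ratio slope over the read window, or its plate-corrected B-score, at least 3 SD from the plate mean, either direction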;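 note: B-score of the F/F0 ratio slope over 7 to 12 s after thallium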
Target sequence (P48048 whole entry, looked up): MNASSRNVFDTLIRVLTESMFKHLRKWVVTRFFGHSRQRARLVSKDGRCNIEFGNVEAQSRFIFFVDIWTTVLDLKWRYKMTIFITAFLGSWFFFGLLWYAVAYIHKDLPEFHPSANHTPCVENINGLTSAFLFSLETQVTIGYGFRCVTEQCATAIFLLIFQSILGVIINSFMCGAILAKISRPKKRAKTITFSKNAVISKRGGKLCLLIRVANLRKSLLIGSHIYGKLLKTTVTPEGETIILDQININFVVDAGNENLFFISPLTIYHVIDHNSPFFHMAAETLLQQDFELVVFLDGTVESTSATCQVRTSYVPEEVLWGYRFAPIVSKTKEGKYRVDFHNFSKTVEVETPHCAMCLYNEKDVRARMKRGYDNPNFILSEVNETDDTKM
PPARg SRC1 recr = agonists of human PPARgamma SRC-1 coactivator recruitment. activation, % at 8 µM. 200,000 compounds, 0.41% hits. P37231. PPARgamma-SRC-1 coactivator recruitment biochemical assay. AID 631; in the data active = activation above about 19%;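 note: 0% = DMSO and 100% = reference agonist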
STAT3 activator = increases IL-6 driven STAT3 reporter signal; U3A cells, IL-6 STAT3-luciferase reporter, luminescence; 100% = signal with IL-6 EC80 alone; activation (% of control), % at 5.6 µM; 190,000 compounds, 0.91% hits;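 active = activation above the screen-wide mean of compound activation plus 3 SD, cut at about 130% in these data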;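 note: 0% = background luminescence of wells with medium and substrate only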
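Detection: reporter luminescence signal / Assay system: STAT1-lacking human U3A cells, STAT3 luciferase reporter / Incubation: compound pre-incubation 1 h before IL-6, then 6 h stimulation at 37 °C / Control set: IL-6-only high control / Read-out: % activation relative to IL-6 control / Probe or stimulus: Interleukin-6, 33 ng/mL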
RAM network inh = inhibitors of the yeast RAM network. S. cerevisiae dse1pr::URA3 reporter, 5-FOA growth OD615, 2 d; analog-sensitive cbk1-as2 kinase mutant strain. inhibition, % at 50 µM. 190,000 compounds, 1.8% hits;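 active = inhibition above a set limit, 3 SD over mean compound inhibition, cut at about 8.4% in these data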;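 note: 0% = DMSO-only wells with no growth and 100% = 10 µM 1-NA-PP1 full growth; inhibition rescues growth on 5-FOA so higher OD means more RAM inhibition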
PPARg SRC-2 ag = agonists of SRC-2 recruitment by human PPARgamma; AID 1032; activation, % at 8 µM; 200,000 compounds, 0.34% hits; PPARgamma LBD-SRC-2 recruitment, biochemical; P37231; in the data active = activation above about 22%;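 note: 0% = vehicle and 100% = reference agonist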
STAT3 blocker = reduces IL-6 driven STAT3 reporter signal. U3A cells, IL-6 STAT3-luciferase reporter, luminescence; host cell line lacks STAT1. 190,000 compounds, 0.89% hits. inhibition, % at 5.5 µM. AID 862;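 active = inhibition above the mean inhibition across all screened compounds plus 3 SD, cut at about 44% in these data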;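 note: 0% = DMSO only wells and 100% = 100 µM nifuroxazide control wells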
TLR4-MyD88 BLA = blocks binding of human TLR4 to MyD88; O00206+Q99836; HeLa CL3-4 TLR4/MyD88 BLA complementation, FRET ratio; inhibition, % at 8.4 µM; 200,000 compounds, 0.18% hits; AID 861; in the data active = inhibition above about 25%;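 note: 0% = vehicle and 100% = reference inhibitor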
PPARg SRC-3 ag = agonists of human PPARgamma SRC-3 coactivator recruitment. P37231. biochemical PPARgamma/SRC-3 coactivator recruitment assay. activation, % at 8 µM. 200,000 compounds, 0.26% hits. AID 731; in the data active = activation above about 23%;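 note: 0% = DMSO and 100% = reference agonist; some compounds past the cut are filed as inactive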
S1P3 antagonist = S1P3 (human) receptor antagonism; inhibition, % at 4.98 µM; Q99500; CHO S1P3 NFAT-BLA reporter, FRET fluorescence, antagonist mode; 170,000 compounds, 0.27% hits;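 active = inhibition above the plate cutoff, the mean inhibition of test wells on that plate plus 3 SD, cut at about 28% in these data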;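 note: cells challenged with S1P at its EC80 of 0.8 µM; blue over green emission ratio from cleaved BLA substrate after 4 h stimulation; 0% = S1P-stimulated wells and 100% = unstimulated DMSO-only wells; some compounds past the cut are filed as inactive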
Target sequence (Q99500 whole entry, looked up): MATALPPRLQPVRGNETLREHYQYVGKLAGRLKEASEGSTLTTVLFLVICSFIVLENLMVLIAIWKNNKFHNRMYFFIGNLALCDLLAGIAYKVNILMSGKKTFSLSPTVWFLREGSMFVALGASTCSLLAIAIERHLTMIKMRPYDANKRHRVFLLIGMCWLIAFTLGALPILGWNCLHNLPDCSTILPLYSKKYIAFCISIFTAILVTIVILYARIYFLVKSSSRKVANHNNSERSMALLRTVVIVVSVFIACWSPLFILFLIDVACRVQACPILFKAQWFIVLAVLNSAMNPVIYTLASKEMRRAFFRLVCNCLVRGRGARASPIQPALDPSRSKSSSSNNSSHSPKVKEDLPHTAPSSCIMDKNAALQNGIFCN
Active calls of the source: *; x = no result given.

SMILES	STAT1 blocker	SRC2 TRFRET art	ROMK primary	PPARg SRC1 recr	STAT3 activator	RAM network inh	PPARg SRC-2 ag	STAT3 blocker	TLR4-MyD88 BLA	PPARg SRC-3 ag	S1P3 antagonist
Cc1cccc(Cn2c(Cc3ccccc3)nc3ccccc32)c1	3	1799	-0.8	3	108	1.7	5	-13	1	3	-8
COc1ccccc1N(C1=NCCCS1)S(=O)(=O)c1ccc(C(C)(C)C)cc1	13	1566	-1.1	4	96	0.3	-4	10	-12	0	13
CCOc1cccc(C(=O)N(Cc2ccc(F)cc2)C2CCS(=O)(=O)C2)c1 (configuration not stated)	0	1600	x	-1	99	0.8	2	5	-2	-8	3
Cc1cccc(OCCSCc2nc3ccccc3[nH]2)c1	2	1641	-1.3	2	92	0.8	2	17	7	1	x
COc1ccccc1NC(=O)Nc1cc(NC(=O)Nc2ccccc2OC)c(C)nc1C	0	1384	0.034	-5	106	5.8	-13	-4	11	-2	-4
O=C(COCc1nc2ccccc2c(=O)[nH]1)NCC1CCCCC1	-2	1596	x	0	99	1.2	7	2	-8	3	x
Cc1cc(C(=O)CN2C(=O)C(=O)N(CC(C)C)C2=O)c(C)n1-c1ccccc1F	0	1490	0.039	2	100	6.8	6	2	-3	0	-7
COc1ccc(Cl)cc1NC(=O)CCCN1C(=O)CCC1=O	9	1572	x	8	101	0.1	7	0	-8	12	x
CCOC(=O)c1ccc(NC(=S)N(CCCN2CCCC2)Cc2cccs2)cc1	-5	1641	-1	-2	85	0.7	2	24	13	2	3
Cc1ccc(C(=O)N/C(=C/c2ccc(F)cc2)C(=O)NCc2ccncc2)cc1	2	1440	-1	0	110	0.2	-3	-8	7	0	-13
CC(C)C12CN3CC(C(C)C)(CN(C1)C3c1ccccc1)C2O (configuration not stated)	-1	1478	x	1	98	1.6	6	8	-10	-1	0
CCOC(=O)Cc1nnc(Nc2ccc(C)cc2C)c2ccccc12	-1	1681	-0.42	5	100	0.0	12	0	-8	3	-11
O=C(OCC(=O)N1CCCCC1)c1c[nH]c(=O)[nH]c1=O	-8	1415	-0.037	-1	102	3.1	5	7	0	-1	-9
COc1cccc(CNCc2ccc(C(=O)O)cc2)c1OC	-4	1601	0.014	4	104	3.9	11	4	-4	4	-11
CCC(C)C(NC(N)=O)C(=O)Nc1ccc(C(=O)OC)cc1 (configuration not stated)	6	1649	-0.3	-4	91	3.2	-3	17	12	-2	0
O=C(O)C(=O)/C(=C\c1ccccc1)c1ccc2ccccc2n1	-48	1529	-0.38	-3	169*	3.0	-1	-82	6	-6	x
Cc1ccc(C(c2c(C)nn(-c3ccccc3)c2N)c2c(C)nn(-c3ccccc3)c2N)cc1	-5	1789	-0.54	13	114	2.2	5	-16	2	-1	-4
COc1ccc(C(C)C)cc1S(=O)(=O)Nc1ccc(Cl)cn1	-9	1595	-0.3	7	82	3.0	0	25	0	0	-8
COc1ccc(C(=O)C/C(=C\C(=O)c2ccc(C)cc2)c2ccccc2)cc1	-4	1572	0.023	1	101	11*	1	4	-3	-2	x
CCN(CC)S(=O)(=O)c1ccc(NS(=O)(=O)c2ccc(OC)c([N+](=O)[O-])c2)cc1	2	1455	-0.011	-12	109	1.2	-3	-14	-12	0	-11
O=S1(=O)N=C(Nc2ccc(N3CCOCC3)cc2)c2ccccc21	-7	1617	x	1	105	2.8	-3	-3	12	6	7
CCN(CC)C(=S)NC(=O)c1ccc(Cl)cc1Cl	12	1625	1.4	4	90	2.8	8	10	-14	-2	x
COc1ccc(Nc2nc(-c3ccccc3)c(C(=O)Nc3cccnc3)s2)cc1	-14	1853	-0.0012	17	95	5.5	16	6	-6	19	-1
CCOc1cccc(NC(=O)c2ccc(S(=O)(=O)N(C)C)cc2)c1	13	1545	x	5	99	1.2	0	1	-13	1	-10
COc1ccc(OCCC(=O)OCC(=O)NCc2ccco2)cc1	-2	1483	x	1	102	2.0	-2	4	4	-5	x
SMILES	STAT1 blocker	SRC2 TRFRET art	ROMK primary	PPARg SRC1 recr	STAT3 activator	RAM network inh	PPARg SRC-2 ag	STAT3 blocker	TLR4-MyD88 BLA	PPARg SRC-3 ag	S1P3 antagonist
COc1ccc(C2C(C(=O)Nc3ccccc3OC)=C(C)Nc3nnnn32)c(OC)c1 (configuration not stated)	-2	1605	x	1	103	0.7	1	6	1	-2	-12
OCCC1CN(Cc2cccn2-c2ncccn2)CCN1C1CCCC1 (configuration not stated)	-1	1571	-0.99	6	103	1.3	2	1	-1	0	15
Cc1ccc(-c2noc(-c3ccccc3C(=O)N3CCOCC3)n2)cc1	-5	1502	x	5	117	-1.1	6	-19	-14	2	x
CCS(=O)(=O)c1ccc(C(=O)Nc2ccccc2)c(Cl)c1Cl	6	1724	x	-4	70	0.8	0	42	-24	-2	x
O=C1CC(c2ccccc2)Sc2ccccc2N1 (configuration not stated)	-17	1377	x	6	135*	1.0	-1	-36	3	12	-15
CCC(Oc1ccccc1)C(=O)NC1CCSC1=O (configuration not stated)	6	1613	0.83	5	98	1.1	7	8	12	1	-13
Cc1ccc(-c2nnc(SCCC(=O)N3CCOCC3)o2)cc1	-3	1406	0.018	2	90	0.1	8	13	-3	2	-15
CCN(CC)S(=O)(=O)c1ccc(NC2c3ncccc3C(=O)N2Cc2ccccc2)cc1 (configuration not stated)	-3	1514	2.6	4	105	1.1	-2	-3	-3	1	-17
CCOc1cc(/C=N/NC(=O)COc2ccc(C)cc2)ccc1OC(=O)c1cccs1	-6	1516	x	-3	109	1.8	0	-6	-9	11	x
Cc1ccccc1Cn1nc(C)c(NC(=O)/C=C/c2cnn(C)c2C)c1C	3	1548	0.29	2	89	-0.9	3	12	0	0	-19
O=C(CN1CCC(NC(=O)c2cccc(F)c2)CC1)NCc1ccccc1F	-6	1504	-0.63	-5	102	1.7	-3	1	-8	6	x
CN(c1ccc(C(=O)Nc2ccc(S(=O)(=O)N3CCCC3)cc2)cc1)S(C)(=O)=O	-3	1719	-1.9	2	54	1.8	0	58*	-5	2	-6
CCC(C)C(NC(=O)C1CCC(C)CC1)C(=O)Nc1cc(OC)ccc1OC (configuration not stated)	-1	1460	1.2	4	99	3.0	0	-2	8	1	x
Cc1c(C(N)=O)c(N)c(C(=O)c2ccccc2)n1-c1ccccc1	1	1499	0.094	4	93	3.7	6	13	1	-8	-17
CC1(c2cccs2)CC(c2cccs2)=C(C#N)C(=O)N1 (configuration not stated)	3	1513	-1.4	-5	101	2.7	-1	5	4	8	3
Cn1c(CN2CCCC(C(=O)c3ccc4c(c3)OCO4)C2)nc2ccccc21 (configuration not stated)	6	1434	0.63	0	104	2.0	-4	1	2	2	-13
C/C(=N\NC(=O)CSc1nnc(C)s1)c1ccc(O)cc1	4	1498	-0.43	-7	100	-1.1	-5	-3	-4	-3	11
CCCCNC(=S)N(C)/N=C/c1ccccc1F	8	1725	0.46	2	99	1.7	15	-1	-14	1	-4
CCOC(=O)NC(=O)CSc1nnnn1-c1ccc(Cl)cc1	-7	1351	x	2	98	0.6	2	5	3	-1	-17
CC(C)Nc1nc(NC(N)=S)nc(NC(C)C)n1	5	1483	x	-4	106	-0.1	-6	-4	-1	-4	8
Cn1c(NCCO)nc2c(c1=O)C1(CCCCC1)Cc1ccccc1-2	2	1618	x	-2	102	-0.2	-6	2	10	-4	-8
COc1ccc(OC)c(C2C(C(C)=O)=C(O)C(=O)N2c2ccc(O)cc2)c1 (configuration not stated)	-7	1738	x	3	94	0.7	-1	18	8	3	-27
Clc1ccc(Cn2ncc3c(N4CCCCC4)ncnc32)cc1	3	1661	-2.3	5	91	0.3	21	14	4	-3	-11
COc1ccc(/C=C/C(=O)NCC(=O)N/N=C/c2ccc(OC)cc2)cc1	0	1522	0.55	5	92	0.2	-2	11	2	-4	-8
CC(C)N(C(=O)CN(C#N)c1nc(N(C)C)nc(N(C)C)n1)c1ccccc1	1	1524	0.55	-10	98	2.4	1	10	-2	-15	-1
SMILES	STAT1 blocker	SRC2 TRFRET art	ROMK primary	PPARg SRC1 recr	STAT3 activator	RAM network inh	PPARg SRC-2 ag	STAT3 blocker	TLR4-MyD88 BLA	PPARg SRC-3 ag	S1P3 antagonist
CC(C)c1ccc(-c2nc(N3CCCCCC3)nc3n[nH]c(N)c23)cc1	-3	1463	0.088	-2	108	3.1	7	-2	-17	5	x
Cc1nnc(SCC(=O)NCc2ccco2)n1-c1ccccc1	4	1466	x	-4	92	1.6	-9	13	-8	-2	x
CCc1oc(C(=O)O)cc1CN(CC)CC	2	1511	0.014	-4	96	1.1	-5	6	1	-2	x
O=C(O)c1cc(/C=N\O)ccc1OCc1ccccc1	-3	1436	x	-3	102	-0.1	-2	2	-21	-1	0
O=C(CNC1CCCCCC1)Nc1ccccc1N1CCOCC1	-3	1611	0.12	2	103	4.8	3	1	-2	-2	5
COc1ccc2cc(C(=O)C3CCCN(C(=O)CCc4cnn(C)c4)C3)ccc2c1 (configuration not stated)	-29	1502	-0.071	3	109	3.0	-1	-5	0	-1	9
Cc1ccc(S(=O)(=O)NCc2ccc(/C=C(/C#N)C(=O)NCc3ccccc3)o2)cc1	4	1535	x	4	110	0.9	4	-13	3	-2	10
c1ccc(C2=Nn3c(nnc3-c3n[nH]c4c3CCC4)SC2)cc1	12	1518	-0.83	-3	76	1.2	-8	30	0	5	-8

In a second layout: results already given.
Value order: STAT1 blocker, SRC2 TRFRET art, ROMK primary, PPARg SRC1 recr, STAT3 activator, RAM network inh, PPARg SRC-2 ag, STAT3 blocker, TLR4-MyD88 BLA, PPARg SRC-3 ag, S1P3 antagonist
> CCc1oc(C(=O)O)cc1CN(CC)CC
→ 2, 1511, 0.014, -4, 96, 1.1, -5, 6, 1, -2, x
> O=C(O)c1cc(/C=N\O)ccc1OCc1ccccc1
→ -3, 1436, x, -3, 102, -0.1, -2, 2, -21, -1, 0
> CC(C)c1ccc(-c2nc(N3CCCCCC3)nc3n[nH]c(N)c23)cc1
→ -3, 1463, 0.088, -2, 108, 3.1, 7, -2, -17, 5, x
> COc1ccc2cc(C(=O)C3CCCN(C(=O)CCc4cnn(C)c4)C3)ccc2c1 (configuration not stated)
→ -29, 1502, -0.071, 3, 109, 3.0, -1, -5, 0, -1, 9
> O=C(CNC1CCCCCC1)Nc1ccccc1N1CCOCC1
→ -3, 1611, 0.12, 2, 103, 4.8, 3, 1, -2, -2, 5
> Cc1nnc(SCC(=O)NCc2ccco2)n1-c1ccccc1
→ 4, 1466, x, -4, 92, 1.6, -9, 13, -8, -2, x
> Cc1ccc(S(=O)(=O)NCc2ccc(/C=C(/C#N)C(=O)NCc3ccccc3)o2)cc1
→ 4, 1535, x, 4, 110, 0.9, 4, -13, 3, -2, 10
